MT stabilize HCS – microtubule stabilizers in HeLa cells, primary screen, imaging, high-content imaging | HeLa tubulin immunostaining HCS, 24 h; share of cells brighter than vehicle mean+2SD | % tubulin-high responders, % at 10 µM | 200,000 compounds, 0.83% hits | AID 2205, 2009;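 active = plate Z-score above 3 for both tubulin-high and condensed-nucleus cell shares, with cell loss under 80%, at 10 µM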;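 also: anti alpha tubulin signal scored within the nucleus-defined area of each cell; some results filed as inactive read as strong as hits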
TNAP activation fold – human TNAP enzyme activators, primary screen, biochemical, luminescent, no phosphate acceptor, uHTS (AID 1001); Alkaline phosphatase, tissue-nonspecific isozyme (Homo sapiens); purified TNAP, luminescent activation assay, no phosphate acceptor; higher activation fold means a stronger effect; one-dose activation fold at 20 µM; EC50 in µM for titrated hits; 200,000 compounds, 0.03% hits; in the data active = activation fold from about 3, or a potency from the dose series; inactive = the rest, 99 in 100 with activation fold below about 1.6; also: many of its hits are not listed in these tables
bCat nuc transl – modulators of beta-catenin nuclear translocation, primary screen, imaging, HeLa cells, immunofluorescence, high-content. nuclear translocation activity, % at 5 µM. 190,000 compounds, 0.3% hits;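 active = nuclear translocation activity above 50% at 5 µM, with a well cell count of 50 or more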;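 also: per-cell ratio of nuclear to cytoplasmic median beta-catenin stain intensity; plate controls were DMSO negative control for no effect and GSK-3 inhibitor IX positive control for full effect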
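Signal – beta-catenin immunofluorescence imaging with DAPI · Test system – human HeLa cell line · Dosing – 5 µM primary single dose, 0.1% DMSO, 0.02–20 µM confirmation series · Measure – % activation, nuclear-to-cytoplasmic median beta-catenin signal ratio per cell · Incubation – 24 h compound exposure at 37°C, 5% CO2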
Autophagy mod – autophagy modulators in MEF cells, primary screen, imaging, high-content, MEF GFP-LC3; MEF GFP-LC3 puncta imaging; test concentration mostly 10 µM; AID 463193, 2010; 190,000 compounds, 0.98% hits; calls only at 10 µM (by protocol);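 active = percentage of spot-positive cells more than 3 SD above its plate mean, without a fluorescence outlier flag or 80% toxicity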;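 also: spot-positive cell cutoff set from DMSO-treated cells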
human PMI inhibitors – human PMI inhibitors, high substrate, primary screen, biochemical, fluorescence intensity, high mannose 6-phosphate (AID 1220) | 190,000 compounds, 0.66% hits | Mannose-6-phosphate isomerase (Homo sapiens) | one-dose inhibition, % at 20 µM; IC50 in µM for titrated hits | recombinant PMI enzyme, coupled fluorescence intensity; higher % means a stronger effect
Hep lipid drop – inhibitors of hepatocyte lipid droplet formation, primary screen, imaging, high-throughput imaging, BODIPY stain; AML12 mouse hepatocytes, oleate lipid droplets; 240,000 compounds, 0.4% hits; inhibition, % at 6.5 µM;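 active = lipid droplet intensity inhibited by at least 50%, with more than 500 cells counted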
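Test system: AML12 mouse liver cells; schedule: overnight exposure; technique: high-content imaging of BODIPY-stained droplets and DAPI nuclei; read-out: % inhibition of corrected integrated BODIPY droplet signal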
human PMI inhibition – inhibitors of human PMI, primary screen, biochemical, fluorescence intensity, coupled assay (AID 1209) | purified PMI enzyme, coupled fluorescence intensity; higher % means a stronger effect | Mannose-6-phosphate isomerase (Homo sapiens) | inhibition, % at 20 µM, or IC50 in µM where a hit was titrated | 190,000 compounds, 0.42% hits;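 also: plate controls were DMSO vehicle for no effect and wells lacking substrate for full effect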
T cell modulator – modulators of CD8 T cell-vesicle binding, primary screen, mouse 2C CD8+ T cells, flow cytometry; 2C CD8+ T cell-vesicle binding; stronger effect = lower value; calls only at 7 µM; 330,000 compounds, 0.068% hits;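 active = response, share of CD8 T cells binding vesicles, and their 90th percentile fluorescence all below set limits, cut at about 80% in these data, passing the limit was not always enough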
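Read-out – percent CD8+ FL2 mean versus row control · System – murine 2C transgenic CD8+ T lymphocytes · Times – 1.5 h cell–vesicle binding at 37 °C, then 20 min icy labelling · Control set – naked vesicles low, QL9 vesicles with vehicle high · Detection – cytometric PE anti-B7-1 and Alexa647 anti-CD8 signals after 1% paraformaldehyde fixation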
Insulin prom up – insulin promoter activators in MIN6 cells, imaging, high-content screening, mouse beta cells; MIN6 insulin promoter-GFP reporter; stronger effect = higher value; z-score at 5 µM; 190,000 compounds, 0.3% hits; AID 1625, 2009;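 active = z-score above 3 at 5 µM with at least 500 cells counted in the well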
Insulin prom up cell count – recorded beside Insulin prom up, whose call it bears; cell count; measured here: cytotoxicity, nuclei count;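 total cells summed across four imaged fields per well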
Hep lipid drop cells 6.5 µM – also measured in Hep lipid drop; calls as there; cell count; measured here: cell count, cytotoxicity flag;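 cells counted across two imaged fields per well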
bCat nuc transl cell count 5 µM – also measured in bCat nuc transl; calls as there; cell count; measured here: cell count, cytotoxicity flag
T cell modulator vesicle-bound % – recorded beside T cell modulator, whose call it bears; double positive events, %; measured here: CD8+ vesicle-bound cell fraction;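 binding gate set so that unloaded-vesicle control wells show 10% double positive cells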
MT stabilize HCS Hoechst-high % – recorded beside MT stabilize HCS, whose call it bears; % Hoechst-high responders; measured here: nuclear condensation Hoechst responders;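 share of cells brighter than vehicle mean plus two SD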
MT stabilize HCS cytotoxicity % – also measured in MT stabilize HCS; calls as there; toxicity, %; measured here: cytotoxicity by cell density;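 0% = mean cell density of plate MIN control wells and 100% = no cells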
Autophagy mod cell loss 18 h – also measured in Autophagy mod; calls as there; toxicity, %; measured here: cell loss, nuclei count;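 cell loss after 18 h compound exposure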
Active calls of the source: *; i = inactive; . = not tested or not shown; + = active, no number. Rule as the data show it, unless noted: active = inhibition above about 50%; inactive = the rest. This is a random part of the collection (roughly 2.9% active in at least one column).

SMILES	MT stabilize HCS	MT stabilize HCS Hoechst-high %	MT stabilize HCS cytotoxicity %	TNAP activation fold	bCat nuc transl	bCat nuc transl cell count 5 µM	Autophagy mod	Autophagy mod cell loss 18 h	human PMI inhibitors	Hep lipid drop	Hep lipid drop cells 6.5 µM	human PMI inhibition	T cell modulator	T cell modulator vesicle-bound %	Insulin prom up	Insulin prom up cell count
CCOC(=O)C1CCN(C(=O)COC(=O)CCOc2ccc(C)cc2)CC1	1.9	2.0	5.0	1	-6.9	1062	i	2.5	-15.5%	13.3	702	-7.7%	i	25.5	0.96	1002
Brc1ccc2nc(CSc3ncn[nH]3)cn2c1	1.7	1.6	14.5	1.1	-5.8	985	i	29.5	-8.6%	.	.	-6.6%	i	29.8	0.03	1253
COc1ccccc1OCC(=O)NCCSCc1ccccc1Cl	0.8	2.5	13.0	1.1	-4.6	518	i	-6.3	10.9%	-13.4	639	4.3%	i	37.9	0.06	1352
CC1(c2cccc3ccccc23)NC(=O)N(CC(=O)NC2CCS(=O)(=O)C2)C1=O (stereo not given)	7.1	2.2	9.6	1	1.0	1173	i	-6.2	-1.4%	6.0	660	0.7%	i	41.1	-0.17	1580
Cc1ccc(NC(=S)Nc2ccc(Br)cc2)cc1	1.6	1.4	6.0	1.1	0.7	1382	i	8.0	7.6%	.	.	1.6%	i	26.2	-0.27	1581
CC1=CC(C)(C)N2C(=O)C3(C(C#N)=C(N)OC4=C3C(=O)CC(C)(C)C4)c3cc(C)cc1c32 (stereo not given)	1.2	0.9	8.1	0.9	.	.	i	6.0	2.2%	-26.1	726	8.3%	i	50.8	.	.
O=C(NCc1ccccc1)c1ccc(C(=O)N(C2CCCCC2)C2CCCCC2)cc1	1.5	1.7	9.3	1.1	.	.	i	-3.5	5.7%	-27.7	765	9.4%	i	35.3	-0.24	840
FC(F)(F)C(F)(F)C(F)(F)c1nnc2ccc(N3CCOCC3)nn12	3.6	1.4	3.8	1	.	.	i	-3.5	2.5%	-9.1	684	4.2%	i	32.2	1.01	1428
COc1ccc(C(=O)NNC2=Nc3cccc4cccc2c34)cc1	3.2	2.6	3.8	1.3	-1.8	1069	+	3.0*	7.3%	16.6	732	-0.9%	i	15.6	-0.15	1178
COC(=O)CNC(c1ccccc1)c1cc(Br)ccc1NC(=O)OCc1ccccc1 (stereo not given)	2.0	2.1	4.4	1	1.4	1447	i	17.6	2.0%	.	.	6.3%	i	52.7	0.01	1120
Cc1cc(C)c2c(=O)[nH]c(SCC(=O)NCc3ccccc3)nc2n1	1.1	1.7	8.9	1.1	.	.	i	5.8	9.2%	-5.2	798	10.1%	.	.	0.03	1015
COc1ccc(N2CCN(C(=O)Cc3ccc(-n4c(=O)[nH]c5ccccc5c4=O)cc3)CC2)cc1	1.1	1.8	2.5	1.1	-0.3	541	i	4.2	21.2%	19.1	750	14.3%	i	19.2	.	.
O=C1/C(=C/c2cccnc2)CC/C1=C\c1cccnc1	2.8	2.5	5.3	0.9	0.2	1109	i	-24.1	4.0%	-21.1	654	-0.6%	i	12.8	.	.
CCNC(=O)CC1C(=O)N(c2ccc(C)cc2)C(=O)N1CCc1ccc(OC)c(OC)c1 (stereo not given)	1.9	1.3	7.0	1.2	-2.7	968	i	5.1	-4.0%	.	.	-5.6%	i	10.0	-0.82	1315
O=C(NC1CCCCCC1)C(=S)N1CCOCC1	5.0	3.1	9.1	1.3	-2.1	1132	i	-1.0	33.4%	14.4	781	61.8%*	i	31.4	0.05	1520
COc1ccc(Nc2nc(N3CCCCC3)nc(N3CCCCC3)n2)c(OC)c1	.	.	.	1	-1.7	690	.	.	-1.8%	.	.	0.2%	i	11.1	-0.08	1141
CCn1c(=NC(=O)CSC(C)=O)sc2cc(F)ccc21	2.0	1.3	5.0	1.1	0.4	1183	i	0.6	10.7%	-12.0	814	19.5%	i	19.3	0.54	1058
O=S(=O)(NCCC(c1ccc(F)cc1)c1ccco1)c1ccccc1 (stereo not given)	5.0	3.0	5.4	1.1	-0.1	1141	i	-9.1	16.3%	13.6	622	17.6%	i	50.6	0.02	1455
O=C(OCCN1CCOCC1)c1cccs1	2.0	1.9	2.7	1.1	-0.2	1101	i	-14.7	9.0%	12.0	622	6.5%	i	27.7	-0.46	1950
CC(=O)Nc1ccc(NC2(C)C(=O)c3ccccc3C2=O)cc1	3.1	3.1	8.1	1.1	-3.6	1221	i	8.4	-2.3%	1.7	720	3.1%	i	57.1	-0.08	1353
CCN(CC)S(=O)(=O)c1cccc2cccnc12	2.7	1.1	6.7	1.1	.	.	i	31.7	2.3%	0.6	751	1.6%	i	53.0	-0.11	988
CN(CCc1ccccn1)c1ccc([N+](=O)[O-])cn1	.	.	.	.	-0.1	1302	.	.	.	18.0	719	.	i	43.5	-0.38	1058
O=C(NCCO)Nc1ccc2nc(-c3ccco3)c(-c3ccco3)nc2c1	5.0	1.5	17.6	0.9	0.0	1363	i	-11.9	18.1%	-0.7	647	-28.3%	i	48.8	0.61	1343
CSc1ncccc1C(=O)OCc1ccc(Br)cc1	2.2	1.4	8.1	1.1	-1.6	1128	i	8.7	1.3%	6.3	720	1.5%	i	30.3	-0.43	1311
COc1cccc(C(=O)NC2CCN(C(=O)N3CCCCC3)CC2)c1	3.8	2.7	5.8	1	-2.3	905	i	-32.6	14.2%	.	.	6.3%	i	25.2	-0.81	1086

Next part.
SMILES	MT stabilize HCS	MT stabilize HCS Hoechst-high %	MT stabilize HCS cytotoxicity %	TNAP activation fold	bCat nuc transl	bCat nuc transl cell count 5 µM	Autophagy mod	Autophagy mod cell loss 18 h	human PMI inhibitors	Hep lipid drop	Hep lipid drop cells 6.5 µM	human PMI inhibition	T cell modulator	T cell modulator vesicle-bound %	Insulin prom up	Insulin prom up cell count
CC(=O)N(Cc1ccc(Br)cc1)c1cccc(C)c1C	16.1	25.2	46.3	1.1	51.8*	647*	i	12.3	3.5%	0.8	690	5.3%	i	49.1	-0.24	1504
Cc1c(C)n(C(=O)CN2CCN(c3ccccc3)CC2)c2ccccc12	1.5	2.0	6.6	1.1	.	.	i	-2.4	-3.4%	-20.3	774	-0.9%	i	36.5	.	.
CCc1nnc(NC(=O)C(=O)NCCOC(=O)c2ccccc2)s1	2.3	1.4	2.6	1	-3.5	1092	i	-6.9	10.3%	11.1	782	10.8%	i	45.4	0.83	801
CCC1(CC)Cc2ccccc2C(=O)N1	.	.	.	.	0.1	1354	.	.	.	5.0	735	.	i	61.5	-0.16	1085
Clc1ccc(Cn2ncc3c(NCc4ccccc4)ncnc32)c(Cl)c1	17.3*	23.7*	30.4*	1	9.9	764	i	-23.7	15.9%	35.1	764	8.7%	i	51.7	-0.25	1063
Cc1cc(C(=O)NN)c2cc(Br)ccc2n1	3.4	1.9	6.8	1.2	.	.	i	7.7	-19.6%	16.3	769	-11.4%	i	12.7	.	.
Cc1ccc(C(=O)NCC(=O)O)s1	1.3	1.2	4.7	1	-4.0	1124	i	10.8	11.7%	13.7	659	4.9%	i	23.2	-0.54	1512
CCC(=O)Nc1cccc(NC(=S)NC(=O)c2ccc(Cl)cc2)c1	1.5	2.1	8.5	1	-2.1	1202	i	-14.5	3.8%	2.0	670	11.7%	i	55.3	-0.1	1599
C(=C\c1ccccc1)/C=N/Nc1nc2ccccc2[nH]1	12.9*	60.0*	38.8*	1.7	20.8	856	i	27.4	-18.4%	-71.3	541	-0.9%	i	57.9	-1.12	1167
CCOC(=O)c1sc(NC(=O)c2cccs2)nc1C	2.5	1.7	8.6	1.1	0.6	1283	i	2.0	6.2%	.	.	2.4%	.	.	-0.02	1689
CCNC(=O)n1cc(-n2cncn2)c(-c2ccccc2)n1	1.7	1.4	4.4	1	1.0	1499	i	-25.5	-9.5%	1.0	583	-10.2%	i	31.7	.	.
CN(C)CCCOC(=O)c1sc2ccccc2c1Cl	2.0	2.2	9.1	1	0.5	991	i	-4.4	9.0%	-7.6	669	9.4%	i	1.8	0.38	1490

Random excerpt: 7 records from the list, in no set order.
SMILES	MT stabilize HCS	MT stabilize HCS Hoechst-high %	MT stabilize HCS cytotoxicity %	TNAP activation fold	bCat nuc transl	bCat nuc transl cell count 5 µM	Autophagy mod	Autophagy mod cell loss 18 h	human PMI inhibitors	Hep lipid drop	Hep lipid drop cells 6.5 µM	human PMI inhibition	T cell modulator	T cell modulator vesicle-bound %	Insulin prom up	Insulin prom up cell count
Clc1ccc(Cn2ncc3c(NCc4ccccc4)ncnc32)c(Cl)c1	17.3*	23.7*	30.4*	1	9.9	764	i	-23.7	15.9%	35.1	764	8.7%	i	51.7	-0.25	1063
CCC1(CC)Cc2ccccc2C(=O)N1	.	.	.	.	0.1	1354	.	.	.	5.0	735	.	i	61.5	-0.16	1085
C(=C\c1ccccc1)/C=N/Nc1nc2ccccc2[nH]1	12.9*	60.0*	38.8*	1.7	20.8	856	i	27.4	-18.4%	-71.3	541	-0.9%	i	57.9	-1.12	1167
CN(C)CCCOC(=O)c1sc2ccccc2c1Cl	2.0	2.2	9.1	1	0.5	991	i	-4.4	9.0%	-7.6	669	9.4%	i	1.8	0.38	1490
CCC(=O)Nc1cccc(NC(=S)NC(=O)c2ccc(Cl)cc2)c1	1.5	2.1	8.5	1	-2.1	1202	i	-14.5	3.8%	2.0	670	11.7%	i	55.3	-0.1	1599
Cc1ccc(C(=O)NCC(=O)O)s1	1.3	1.2	4.7	1	-4.0	1124	i	10.8	11.7%	13.7	659	4.9%	i	23.2	-0.54	1512
Cc1cc(C(=O)NN)c2cc(Br)ccc2n1	3.4	1.9	6.8	1.2	.	.	i	7.7	-19.6%	16.3	769	-11.4%	i	12.7	.	.
